Screening data: PubChem, several laboratories
procasp7 counter: procaspase-7 activators, primary screen, counter-screen for procaspase-3 activator project, biochemical, absorbance, HTS, human; recombinant procaspase-7, Ac-DEVD-pNA absorbance 405 nm; D23A/D198A/D206A triple mutant, cannot self-cleave; scale: DMSO 0, 5 µM enzyme 100; 0.093% of 330,000 active; activation, % at 8.5 µM; Caspase-7 (Homo sapiens), P55210; AID 463210, 2010;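 active = percent activation above the screen-wide mean plus 3 SD, cut at about 25% in these data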
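System: Uncleavable procaspase-7 mutant enzyme; Amount: 2 µM procaspase-7 mutant as dispensed; Schedule: 1 h compound preincubation, 2 h substrate cleavage, 25 °C; Measured by: 405 nm absorbance of p-nitroaniline; Evaluation: percent activation from buffer-corrected 0–120 min absorbance change; Control set: low DMSO alone, high DMSO plus 5 µM PC-7.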
JMJD2C inh: inhibitors of GASC-1 histone demethylase, primary screen, biochemical, fluorescence, DELFIA europium. Lysine-specific demethylase 4C (Homo sapiens), Q9H3R0. 0.069% of 330,000 active. GST-JMJD2C(1-420) H3K9me3 demethylation. inhibition, % at 2.35 µM. AID 2099, 2009;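 active = more than half of a compound's replicate wells show inhibition beyond 50%, single wells judged on their own value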;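 note: signal counts dimethyl H3K9 product captured on neutravidin plate; 0% = median of DMSO wells and 100% = 0.3 times that DMSO median; strong numbers were not always called active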
VLA-4 inh: inhibition in human VLA-4 binding assay, primary screen, VLA-4 allosteric modulator project, MLPCN library, flow cytometry, VLA-4 expressing cells. Integrin alpha-4 (Homo sapiens), P13612. ligand binding flow cytometry. inhibition, % (about 7 µM as worked out from the volumes in the protocol). 0.2% of 330,000 active; in the data active = inhibition above about 50%
Target sequence (P13612 whole entry, looked up): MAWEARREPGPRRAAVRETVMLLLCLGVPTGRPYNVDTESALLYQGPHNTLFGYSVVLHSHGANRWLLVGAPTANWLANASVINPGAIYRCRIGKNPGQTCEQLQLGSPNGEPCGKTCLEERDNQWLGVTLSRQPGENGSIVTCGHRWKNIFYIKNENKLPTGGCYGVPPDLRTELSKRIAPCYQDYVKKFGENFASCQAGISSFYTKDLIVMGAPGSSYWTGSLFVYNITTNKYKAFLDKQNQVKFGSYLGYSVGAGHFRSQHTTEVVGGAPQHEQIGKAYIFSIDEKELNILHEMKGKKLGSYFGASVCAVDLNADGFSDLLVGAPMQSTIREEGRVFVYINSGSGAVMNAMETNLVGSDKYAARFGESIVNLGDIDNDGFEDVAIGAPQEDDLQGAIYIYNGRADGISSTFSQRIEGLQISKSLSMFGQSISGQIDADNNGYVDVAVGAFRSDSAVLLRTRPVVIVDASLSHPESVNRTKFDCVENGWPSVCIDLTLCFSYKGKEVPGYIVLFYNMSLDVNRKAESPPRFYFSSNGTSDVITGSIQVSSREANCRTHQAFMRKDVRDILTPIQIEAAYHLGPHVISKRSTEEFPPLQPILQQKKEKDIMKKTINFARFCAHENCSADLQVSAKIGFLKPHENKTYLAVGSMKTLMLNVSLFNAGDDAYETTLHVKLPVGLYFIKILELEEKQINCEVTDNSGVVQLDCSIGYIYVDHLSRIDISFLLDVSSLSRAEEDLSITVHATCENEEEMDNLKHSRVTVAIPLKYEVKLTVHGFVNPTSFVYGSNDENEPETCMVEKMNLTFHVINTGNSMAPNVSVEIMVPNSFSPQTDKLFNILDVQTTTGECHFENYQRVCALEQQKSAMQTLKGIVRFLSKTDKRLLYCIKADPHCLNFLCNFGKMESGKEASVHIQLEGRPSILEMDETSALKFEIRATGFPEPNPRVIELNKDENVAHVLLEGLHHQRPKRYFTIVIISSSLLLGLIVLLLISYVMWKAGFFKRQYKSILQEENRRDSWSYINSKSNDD
GRK2 inh: compounds blocking aptamer binding on GRK2 – biochemical, human GRK2, bead flow cytometry, HTS, primary screen. Beta-adrenergic receptor kinase 1 (Homo sapiens), P25098. FAM-aptamer displacement from GRK2. inhibition of aptamer binding, % at 10 µM. 0.59% of 330,000 active;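 active = inhibition of aptamer binding above 40%, roughly 3 SD of noise, on plates passing a quality check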;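 note: median bead fluorescence of bound FAM aptamer so fluorescent compounds give negative values; no value below 0 was filed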
proCasp3 act: activators of human procaspase-3 D3A mutant, primary screen, biochemical, absorbance, PC-3 D3A mutant, single concentration. AID 463141, 2010. recombinant procaspase-3 D3A, Ac-DEVD-pNA absorbance 405 nm. Caspase-3 (Homo sapiens), P42574. activation, % at 8.5 µM. 0.11% of 330,000 active;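 active = activation above the mean of all tested compounds plus 3 SD, cut at about 21% in these data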;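 note: 0% = DMSO alone and 100% = DMSO wells spiked with extra 5 µM PC-3 D3A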
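Assay system – Procaspase-3 D3A mutant, all three cleavage aspartates alanine · Controls – DMSO-only low control, 5 µM PC-3 D3A high control · Schedule – 1 h compound preincubation, 2 h substrate hydrolysis at 25 °C · Signal – 405 nm absorbance of p-nitroaniline, reads at 0 and 120 min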
CTSL1 counter: Fasciola hepatica cathepsin L1 inhibitors, primary screen, counter-screen for PFM18AAP inhibitor project, biochemical, QFRET, fluorogenic peptide substrate. inhibition, % at 5.96 µM. recombinant F. hepatica cathepsin L1, Z-Leu-Arg-MCA fluorescence. 0.49% of 300,000 active;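 active = inhibition above the mean of all tested compounds plus 3 SD, set per screening campaign, cut at about 17% in these data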;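 note: 0% = plate median of test compound wells and 100% = 1 µM Z-Phe-Ala-diazomethylketone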
PP5 primary: PP5 phosphatase inhibitors, primary screen, biochemical, fluorescence. Serine/threonine-protein phosphatase 5 (Homo sapiens), P53041. purified PP5c, OMFP substrate fluorescence. inhibition, % at 6.7 µM. 0.18% of 320,000 active;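 active = inhibition above the campaign's mean inhibition across all tested compounds plus 3 SD, cut at about 9.5% in these data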;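 note: 0% = DMSO only and 100% = 100 µM cantharidin control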
PP1 counter: PP1-alpha phosphatase inhibitors, primary screen, counter-screen for PP5 inhibitor project, biochemical, fluorescence, OMFP substrate, single point; Serine/threonine-protein phosphatase PP1-alpha catalytic subunit (Homo sapiens), P62136; purified PP1alpha; inhibition, % at 6.7 µM; 0.9% of 320,000 active; AID 2235, 2010;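 active = inhibition above the mean inhibition of all tested compounds plus 3 SD, computed separately for each screening campaign, cut at about 15% in these data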
HCV core dimer: inhibitors of HCV core protein dimerization, primary screen, biochemical, TR-FRET, high-throughput. AID 1899, 2009. TR-FRET GST/Flag-core106 dimerization, 1536-well. 0.33% of 300,000 active. inhibition, % at 5 µM;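 active = inhibition above the mean of all tested compounds plus 3 SD, set per screening campaign, cut at about 45% in these data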
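Assay system – GST-tagged and Flag-tagged HCV core protein residues 1-106 · Quantity – core106 proteins, GST 13.5 nM and Flag 17 nM · Benchmarks – unlabelled core106 and no-GST-core106 wells · Read-out basis – percent inhibition of core106 dimerization signal · Detection – time-resolved FRET, ex 340 nm, em 617 and 671 nm · Schedule – 4 h at 22.5 °C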
* = called active by the depositor; / = not tested or not shown; & = joins results of further samples. Hits appear at their usual frequency; any-hit rate near 2.6%.

SMILES | procasp7 counter | JMJD2C inh | VLA-4 inh | GRK2 inh | proCasp3 act | CTSL1 counter | PP5 primary | PP1 counter | HCV core dimer
Cc1onc(-c2ccccc2Cl)c1C(=O)OCC(=O)N1CCCCC1 | -7 | 6 | -3 | 1 | 5 | / | / | / | /
O=C(c1ccncc1)c1ccc(Br)cc1 | 4 | 0 | -2 | 0 | 7 | -15 | 3.4 | -4 | -4
COc1ccc(Nc2nc(-c3cccc([N+](=O)[O-])c3)nc3ccccc23)cc1 | 2 | -7 | 0 | 0 | 2 | 3 | 6.2 | 2 | 8
COc1ccc(OC)c(NC(=O)CCNS(=O)(=O)c2ccc3[nH]c(=O)oc3c2)c1 | 1 | 5 | 20 | 1 | 6 | -2 | -0.3 | -1 | 5
Cc1ccccc1OCC(=O)N/N=C/c1c(C)nn(-c2ccccc2)c1Cl | 1 | -13 | 10 | 1 | 6 | 1 | 0.3 | 2 | 9
N#Cc1cc2ccc(N3CCOCC3)cc2cc1C#N | 0 | / | 13 | 2 | 2 | 2 | 1.7 | -1 | -8
CCOC(=O)CC1COCCN1Cc1cn[nH]c1-c1ccc2c(c1)OCO2 (stereo not given) | 5 | -3 | 12 | 0 | 4 | -5 | -0.4 | 3 | -3
N#Cc1c2n(c3c(-c4ccccc4)ncnc13)CCC2 | 9 | -7 | 32 | 0 | -3 | 0 | 3.2 | 1 | 2
CS(=O)(=O)N(CC(=O)NCc1ccco1)c1cc(C(F)(F)F)ccc1Cl | -3 | -8 | 9 | 4 | 5 | -2 | 0.8 | -2 | 3
CC(=O)c1cccc(N=C2NC(=O)C(CO)(CO)S2)c1 | 1 | 4 | 0 | 1 | -2 | 1 | 0.6 | 2 | -6
CCn1ncc(Cl)c1C(=O)Nc1ccncc1 | 1 | 16 | 2 | 1 | 0 | 0 | 3.9 | -2 | 0
CCOc1ccc(CNC(=O)C2CC(=O)N(C3CCCC3)C2)cc1OC (stereo not given) | -3 | / | 9 | 4 | -7 | -1 | -2.5 | -3 | -2
COC(=O)c1csc(S(=O)(=O)N2CCCCC2)c1OC | -4 | 8 | -1 | 0 | 0 | -4 | 0.5 | 0 | 1
O=C(N1CCOCC1)N1CCCC(c2nc(-c3cccs3)no2)C1 (stereo not given) | 4 | 4 | 11 | 3 | 7 | -3 | 1.9 | -4 | -2
COc1ccc(F)cc1S(=O)(=O)Nc1ccc(C)cc1 | 2 | 1 | 5 | 0 | -3 | -4 | 2.7 | 2 | -2
O=C(OCC(=O)N1CCN(S(=O)(=O)c2ccc(Cl)cc2)CC1)C1CC1 | -5 | / | -6 | 1 | 7 | / | 2.5 | -1 | /
Cc1cccc(C(=O)OCC(=O)c2ccc(CC(=O)N3CCOCC3)s2)c1C | -8 | / | -7 | 25 | -5 | / | 3.5 | 1 | /
CC(c1ccon1)N(C)C(=O)CCc1nnc(CCCCc2ccccc2)o1 (stereo not given) | 9 | -1 | 0 | 2 | 5 | 2 | -2.8 | 1 | 1
COC(=O)c1ccc(CN2CCN(Cc3ccc(F)cc3)C(CCO)C2)cc1 (stereo not given) | 7 | -8 | 0 | 0 | -3 | 1 | 0.5 | 0 | -4
CC(C)(C)NC(=O)c1cccc2c1-c1ccccc1C2=O | 5 | 8 | -4 | 1 | -9 | -5 | 3.5 | -9 | 2
Cc1ccc(NC(=O)CN2CCc3cc4c(cc3C2)OCCCO4)cc1C | -6 | -6 | 1 | 2 | -3 | -1 | 2.7 | 1 | 3
CCOC(=O)CSC1=C(C#N)C(c2ccc(C)o2)CC(=O)N1 (stereo not given) | -2 | 1 | -3 | 7 | -1 | -2 | -1.5 | -5 | -1
O=C(COc1ncnc2ccc(Br)cc12)NCc1ccco1 | 0 | -4 | 5 | 1 | -1 | -3 | -1.6 | -2 | 1
C=CCSc1nc2ccsc2c(=O)n1-c1cccnc1 | -3 | -5 | 22 | 0 | -3 | -4 | 3.5 | 1 | -6
COc1ccc(N2CC(NC(=O)NCC(C)C)CC2=O)cc1 (stereo not given) | 5 | -13 | -9 | 0 | 0 | 1 | -2.2 | -1 | 0
COc1ccccc1C(CCN(Cc1ccccc1)C(C)=O)c1ccco1 (stereo not given) | -6 | 3 | 6 | 1 | 3 | 2 | 1.6 | 2 | -1
CCN(CC(=O)Nc1ccc(S(N)(=O)=O)cc1)S(=O)(=O)c1cc(C)ccc1OC | 12 | 0&4 | -2 | 0 | 0 | -9 | -4.6 | -3 | -6
CNS(=O)(=O)c1cc(C(=O)O)ccc1OC | -6 | -38 | 5 | 0 | -8 | -2 | 0.2 | -8 | 7
CCOc1ccc(C2CC(=O)NC3=C2C(=O)CCC3)cc1Cl (stereo not given) | -12 | 3 | 10 | 1 | -12 | 0 | 3.2 | -3 | -1
COc1ccc(CSc2nc3ccccc3[nH]2)cc1 | -3 | -1 | 3 | 3 | -15 | -4 | 0.4 | 1 | 0
Cc1ccc(S(=O)(=O)N2CCN(C(=O)C3COc4ccccc4O3)CC2)cc1C (stereo not given) | 1 | 8 | 1 | 0 | 2 | -1 | 3.2 | 1 | 6
COC(=O)c1ccc(NC(=O)Nc2ccc([N+](=O)[O-])cc2)cc1 | -12 | 56 | 15 | 0 | -10 | 0 | -0.2 | 3 | -14
CCOC(=O)c1c(-c2ccc(F)cc2)csc1NC(=O)CCN1C(=O)c2ccccc2C1=O | 4 | 3 | 11 | 3 | -4 | 3 | 0.8 | -4 | 15
COC(=O)C1=C(N)c2ccccc2C1(C#N)c1ccccc1 (stereo not given) | -4 | -4 | 9 | 1 | 5 | -2 | 3.7 | -2 | -3
Cc1cccc(C)c1NC(=O)N1CC=C(n2c(=O)[nH]c3ccccc32)CC1 | 3 | -1 | 3 | 0 | 6 | 0 | 3.1 | 6 | -6
CC(C)(C)C(=O)NNC(=O)c1ccc(Oc2cc(Cl)cc(Cl)c2)o1 | 6 | -5 | 12 | 0 | -1 | 1 | -2.8 | -1 | 1
O/N=C/c1ccc(OCc2ccccc2)c(Br)c1 | -4 | 8 | 19 | 0 | 3 | -3 | -0.9 | -3 | 1
Cc1nc(CNS(=O)(=O)c2cccs2)cs1 | 18 | 5 | 20 | 0 | -3 | -3 | 1.7 | -1 | -4
Cc1ccc(C2(C)NC(=O)N(CC(=O)Nc3cccnc3Cl)C2=O)cc1 (stereo not given) | 0 | 2 | 0 | 2 | 11 | 9 | 0.9 | 2 | 4
Cc1ccc(N2CC(C(=O)Nc3cc(C)on3)CC2=O)c(C)c1 (stereo not given) | 0 | 13 | 1 | 4 | -6 | 4 | 0.1 | -4 | -3

Just procasp7 counter and proCasp3 act (two entries from above):
compound	procasp7 counter	proCasp3 act
COc1ccc(N2CC(NC(=O)NCC(C)C)CC2=O)cc1 (stereo not given)	5	0
COc1ccccc1C(CCN(Cc1ccccc1)C(C)=O)c1ccco1 (stereo not given)	-6	3

(continued)
SMILES | procasp7 counter | JMJD2C inh | VLA-4 inh | GRK2 inh | proCasp3 act | CTSL1 counter | PP5 primary | PP1 counter | HCV core dimer
COc1ccc(CCN2C(=NC(=O)CC(C)C)SC3CS(=O)(=O)CC32)cc1 (stereo not given) | -6 | -1 | 3 | 3 | 2 | -1 | 6.1 | 2 | -3
Cc1ccc(S(=O)(=O)N2CCN(C(=O)CCc3c[nH]c4ccccc34)CC2)c(C)c1 | 11 | / | 1 | 1 | -4 | / | 2.3 | -3 | /
COc1ccc(OC)c(-c2cc(C(=O)NC3CCCC3)c3ccccc3n2)c1 | -4 | 1 | -3 | 1 | -5 | 2 | 3.9 | 1 | 22
Cc1ccc(S(=O)(=O)NCCc2cn3nc(C)c(C)nc3n2)cc1C | 2 | -3 | -2 | 0 | 2 | 0 | 0.3 | 0 | -1
Nc1nc(C2CC(=O)OC23CCCCC3)cs1 (stereo not given) | -4 | 45 | -1 | 0 | -1 | 5 | 1.3 | -2 | -7
O=C1NC2(CCCCCC2)C(=O)N1Cc1c(F)cccc1Cl | 10 | -12 | 4 | 37 | 10 | 2 | -0.9 | -3 | 0
CCCCCCCN1C(Nc2ccccc2)=NC[C@@H]1CC(C)C | 6 | -8 | -3 | 0 | 10 | 6 | 0.0 | -3 | -6
CCCC(C)NC(=O)c1ccc(C2SCC(=O)N2Cc2ccco2)cc1 (stereo not given) | -2 | 2 | 9 | 4 | 0 | -4 | 0.2 | -1 | 13
CCC(=O)c1ccc(N2CCN(C(=O)c3cc([N+](=O)[O-])ccc3F)CC2)c(F)c1 | 3 | -7 | -6 | 4 | 4 | 5 | 2.5 | -2 | -3
CCn1cc(C(=O)O)c(=O)c2cc(F)c(N3CCN(C(=S)NC(=O)c4ccc(OC)cc4)CC3)cc21 | -17 | 9 | 10 | 0 | 2 | -2 | -0.5 | -1 | -6
CCOC(=O)N1CCC(NC(=O)CCc2c(C)nc3nc(C)nn3c2C)CC1 | 9 | 1 | 6 | 1 | 6 | -1 | 1.6 | 0 | 5
Cc1ccc(NS(=O)(=O)c2c(C)[nH]c(C)c2C(=O)N2CCCC2)cc1 | -2 | -1 | 12 | 0 | -3 | -5 | 1.6 | 2 | 5
CCCCC(=O)c1ccc(O)cc1O | 1 | -7 | 17 | 2 | -6 | -1 | 1.7 | -3 | -2
CC(Oc1ccccc1)c1ccnc2nc(N3CCOCC3)nn12 (stereo not given) | 4 | 6 | 1 | 1 | 0 | -4 | 2.9 | -3 | -2
Nc1nccnc1C(=O)N/N=C/c1ccco1 | 11 | 1 | 16 | 2 | -1 | 2 | 1.5 | -3 | 5

Ordered by value in GRK2 inh (high to low): 5 of the compounds above
smiles,JMJD2C inh,VLA-4 inh,GRK2 inh,proCasp3 act,PP5 primary,HCV core dimer
CCC(=O)c1ccc(N2CCN(C(=O)c3cc([N+](=O)[O-])ccc3F)CC2)c(F)c1,-7,-6,4,4,2.5,-3
COc1ccc(CCN2C(=NC(=O)CC(C)C)SC3CS(=O)(=O)CC32)cc1 (stereo not given),-1,3,3,2,6.1,-3
Nc1nccnc1C(=O)N/N=C/c1ccco1,1,16,2,-1,1.5,5
COc1ccc(OC)c(-c2cc(C(=O)NC3CCCC3)c3ccccc3n2)c1,1,-3,1,-5,3.9,22
CCCCCCCN1C(Nc2ccccc2)=NC[C@@H]1CC(C)C,-8,-3,0,10,0.0,-6
